Assay outcomes (PubChem BioAssay)
DT40 TDP1 CPT – DT40-hTDP1 cell growth loss with CPT; chicken DT40 Tdp1-/-;hTDP1 cells + 20 nM CPT, ATP luminescence, 48 h; Potency, µM (top dose mostly 46.2 µM), for inactives: at the highest dose activity change, negative = growth inhibition, actives largely listed as inhibitors; 420,000 compounds, 12% hits; note: nearly all actives have a fitted effect of over 55% in size
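Chicken DT40 Tdp1-/- cells complemented with human TDP1, 400 cells/well, exposed to compounds plus 20 nM camptothecin for at least 48 h at 37 C; viability read as ATP content by CellTiter-Glo luminescence.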
GCN5L2 inh – inhibitors of human GCN5L2 histone acetyltransferase | AID 504327 | Potency, µM (titrated, usually from 58.9 µM), inactives show top-dose activity change, negative = inhibition, most hits filed as inhibitors | 390,000 compounds, 0.21% hits | GCN5L2 HAT assay, ThioGlo1 CoA-SH fluorescence | Q92830
Target sequence (Q92830 whole entry, looked up): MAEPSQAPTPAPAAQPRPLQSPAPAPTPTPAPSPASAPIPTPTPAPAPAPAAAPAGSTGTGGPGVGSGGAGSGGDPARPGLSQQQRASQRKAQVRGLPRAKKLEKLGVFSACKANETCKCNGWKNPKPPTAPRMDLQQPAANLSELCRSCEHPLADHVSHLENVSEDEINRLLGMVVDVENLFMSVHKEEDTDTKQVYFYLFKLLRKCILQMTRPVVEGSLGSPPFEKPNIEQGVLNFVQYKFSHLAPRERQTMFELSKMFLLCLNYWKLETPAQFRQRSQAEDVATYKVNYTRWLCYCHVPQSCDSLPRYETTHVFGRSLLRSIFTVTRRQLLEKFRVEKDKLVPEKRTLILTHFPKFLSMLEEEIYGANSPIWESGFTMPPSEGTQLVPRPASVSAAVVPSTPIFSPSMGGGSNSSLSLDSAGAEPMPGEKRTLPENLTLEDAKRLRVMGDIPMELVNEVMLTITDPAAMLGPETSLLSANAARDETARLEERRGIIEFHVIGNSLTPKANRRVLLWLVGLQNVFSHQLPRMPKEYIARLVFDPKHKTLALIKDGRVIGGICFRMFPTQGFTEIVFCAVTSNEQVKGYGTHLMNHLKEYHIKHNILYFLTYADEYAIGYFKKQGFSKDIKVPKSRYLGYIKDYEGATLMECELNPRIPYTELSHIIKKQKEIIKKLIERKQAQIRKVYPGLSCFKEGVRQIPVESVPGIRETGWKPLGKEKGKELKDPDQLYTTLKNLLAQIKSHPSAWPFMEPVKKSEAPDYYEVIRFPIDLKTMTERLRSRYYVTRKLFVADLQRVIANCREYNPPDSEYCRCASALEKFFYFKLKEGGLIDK
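GCN5L2 (20 nM) in 50mM HEPES pH 7.5, 0.1mM EDTA, 0.01% Tween-20 preincubated 15 min with compounds at room temperature. Reaction started with H3(1-25) 75uM, acetyl-CoA 70uM, ThioGlo1 50uM; CoA-thiol fluorescence (Ex340/Em540) read at 0 and 20 min.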
TDP1 cell noCPT – qHTS for Inhibitors of human tyrosyl-DNA phosphodiesterase 1 (TDP1): qHTS in cells in absence of CPT. DT40 Tdp1-/- hTDP1 cells, no CPT, ATP luminescence, 48 h. Potency, µM (highest dose often 46.2 µM), without a hit: at the highest dose activity change, negative = growth inhibition, hits mostly inhibitors. 420,000 compounds, 15% hits; note: nearly all actives have a fitted effect of over 55% in size
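Growth kinetics read by CellTiter-Glo luminescence after ≥48 hr at 37 °C. Cells: DT40 Tdp1-/- stably carrying human TDP1, 400 per well, compound exposure in the absence of CPT (DMSO vehicle).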
Numbers without * were called inactive; ? = inconclusive; · = no result given; & = joins results of further samples. Calls come from the whole dose curve; as a rule, active = well fitted curve in the direction sought with a large enough effect; inconclusive = small, poorly fitted or top-dose-only effect, or another doubt; inactive = no such curve, though single readings can be large; an effect the other way counts as inactive or inconclusive. % is set by controls: 0 for no effect and ±100 for the full control effect; potency is the fitted concentration of half-maximal effect.

SMILES	DT40 TDP1 CPT	GCN5L2 inh	TDP1 cell noCPT
COc1ccc(C2NCCC3(O)CCCCC23)c(OC)c1OC (stereo unspecified)	-18.6%	-6.0%	-19.5%
N#Cc1ccc(C(=O)Nc2ccc(Cl)c(-c3nc4cc(Cl)ccc4o3)c2)c(F)c1	23.1µM*	0.6%	18.4µM*
Cc1occc1C(=O)N1N=C(C2CC2)CC1(O)C(F)(F)F (stereo unspecified)	-2.3%	-3.8%	-21.0%
COc1ccc(CCNC(=O)c2ccc(CS(=O)Cc3ccc(Cl)cc3)o2)cc1OC (stereo unspecified)	?	2.6%	?
COc1cc2ccccc2cc1C(=O)Nc1ccc(C)cc1	?	-6.7%	?
O=S1(=O)C=C(SCCN2CCCCC2)c2ccccc21	0.6%	-8.2%	-23.4%
CCc1nn(C(C)C(=O)N2CCN(c3ccc(OC)cc3)CC2)c(=O)c2cc3occc3n12 (stereo unspecified)	4.61µM*	3.6%	7.31µM*
O=C(COc1ccc(F)cc1)Nc1ccccc1C(=O)OCc1cc(=O)n2nc(C3CC3)sc2n1	?	2.5%	?
COc1cc(CN2CCNC(=O)C2CC(=O)N(C)CCN2CCOCC2)cc(OC)c1 (stereo unspecified)	0.3%	-7.8%	2.2%
CC(=O)N1CCN(Cc2nc3cc(NC(=O)c4ccc(Cl)cc4)ccc3n2C)CC1	-10.5%	-1.8%	-14.9%
O=C(CSc1nnc(C2CC2)n1C1CC1)N1CCN(c2ccc(O)cc2)CC1	1.0%	·	-5.7%
CCc1nnc(NC(=O)CCNC(=O)c2ccco2)s1	-0.5%	0.9%	?
COc1cc(Cl)c(NC(=O)c2cc(S(=O)(=O)N3CCOCC3)cn2C)c(OC)c1	5.4%	-13.4%	-13.5%
CC1(C(=O)O)CCN1C(=O)COc1ccc(Cl)cc1 (stereo unspecified)	4.4%	·	1.4%
CC(C)CCNC(=S)Nc1ccc2nc3n(c(=O)c2c1)CCCCC3	?	-1.4%	?
OC(COc1ccc(OCc2ccccc2)cc1)CN1CCOCC1 (stereo unspecified)	1.1%	-4.0%	-4.9%
CSc1nc(C)c(C(=O)Nc2ccccc2)c(C)c1C#N	-29.1%	-5.1%	-28.4%
C=CC[C@H](CC(=O)NCCO)C(=O)NC[C@@H](OC(=O)[C@@H](CC=C)CC(=O)OC(C)(C)C)c1ccccc1	?	-4.0%	?
COc1cccc(Cn2c(=O)c(CCc3ccccc3)nc3cnc(N4CCN(C)CC4)nc32)c1	?	-25.0%	?
CCOc1cc2[nH]c(=S)n(CCN3CCCCC3CC)c(=O)c2cc1OCC (stereo unspecified)	?	0.9%	16.4µM*
COCCNC(=O)c1ccccc1NC(=O)Nc1ccccc1	3.7%	1.3%	-9.5%
O=C(Nc1ccc(O)c2c(=O)cc(-c3cccc(Cl)c3)oc12)c1cccc(Cl)c1	7.31µM*	-4.8%	8.2µM*
O=C(OCc1ccccc1C(F)(F)F)c1cc([N+](=O)[O-])ccc1N1CCOCC1	?	-38.0%	-9.6%
COc1ccc(NC(=O)c2cccc3c2C(=O)c2ccc(-c4cnc(OC)nc4)cc2S3(=O)=O)cc1	-17.6%	-0.3%	-19.3%
CCOC(=O)N1CCN(C(=O)c2ccc3nc4ccc(Cl)cc4c(=O)n3c2)CC1	?	-26.1%	?
CCOC(=O)c1c(-c2ccc(C)o2)csc1NC(=O)CN1CCOCC1	16.4µM*	0.0%	16.4µM*
COc1ccc(CCNC(=O)c2cc(-c3cc(Cl)cc(Cl)c3)oc2C)cc1	0.5%	-8.9%	-16.6%
O=C1CCC/C=C\C[C@@H](CC(=O)N(CCO)Cc2ccccc2)C(=O)N[C@H](c2ccccc2)CO1	-1.6%	2.0%	-27.9%
CCCOC(=O)CSc1ncnc2sc3c(c12)CCC(C)C3 (stereo unspecified)	-18.4%	-3.9%	-23.9%
C/C(=C\C(=O)O)C12CC3CC(CC(C3)C1)C2	-3.1%	1.5%	-5.1%

The last 3 compounds of the section before come first, to join the parts.
SMILES	DT40 TDP1 CPT	GCN5L2 inh	TDP1 cell noCPT
O=C1CCC/C=C\C[C@@H](CC(=O)N(CCO)Cc2ccccc2)C(=O)N[C@H](c2ccccc2)CO1	-1.6%	2.0%	-27.9%
CCCOC(=O)CSc1ncnc2sc3c(c12)CCC(C)C3 (stereo unspecified)	-18.4%	-3.9%	-23.9%
C/C(=C\C(=O)O)C12CC3CC(CC(C3)C1)C2	-3.1%	1.5%	-5.1%
Cc1noc(/C=C/N(C)C)c1S(=O)(=O)N1CCC(C(=O)Nc2ccc(Cl)cc2)CC1	?	-25.6%	-25.1%
Cn1cccc1C(=O)OCC(=O)N1CCc2ccccc2C1	0.0%	·	-2.9%
Cc1ccc(S(=O)(=O)NC(=O)c2ccccc2F)cc1	-6.6%	2.7%	16.7%
CCCNC(=O)C1(C)CCN1C(=O)c1ccc(C(C)(C)C)cc1 (stereo unspecified)	?	·	14.6µM*
CNC(=O)C[C@H]1C(=O)N(Cc2ccccc2)C[C@@H]1Cc1ccccc1	-2.6%	·	6.2%
CC(=O)Nc1ccc(NC(=O)C(C)OC(=O)C2(c3ccccc3F)CCCC2)cc1 (stereo unspecified)	?	-2.9%	?
CCOC(=O)CNC(=O)CNC(=O)c1ccc(OC)cc1	-18.2%	-5.3%	-12.8%
O=c1n(Cc2ccccc2)nc2n1-c1cc(Cl)ccc1OC2	-5.1%	-4.6%	-22.6%
CC(CCc1ccccc1)NC(=O)N1CCOCC1 (stereo unspecified)	12.4%	-1.2%	2.4%
COCCNC(=O)c1csc2c1CCCC2	-13.4%	-10.2%	-0.3%
COc1cc(Cl)c(C)cc1Nc1nnc(-n2nc(C)cc2C)c2ccccc12	?	20.1%	-24.0%
C=CCn1c(SCC(=O)Nc2sccc2C(N)=O)nc2sc(CC)cc2c1=O	?	-5.3%	25.9µM*
O=C(OCc1c(-c2ccccc2)ncc2ccccc12)c1ccc(Cl)cc1Cl	?	-13.7%	?
COC(=O)[C@H]1C[C@H](OC(=O)NCc2ccco2)[C@@]2(O)CN(S(=O)(=O)c3ccc(C)cc3)CC2[C@H]1C(=O)OC (stereo partly specified)	?	·	?
CN(/N=C/c1ccncc1)c1cnc2ccccc2n1	-11.8%	-19.9%	?
CC(C)C(=O)COc1c2occc2cc2ccc(=O)oc12	6.3%	-0.7%	-19.1%
CC(C)CCN1CCN(Cc2cc(F)ccc2-n2cccn2)CC1CCO (stereo unspecified)	11.5%	3.3%	-18.9%
COc1ccccc1NC(=O)c1c(C)cc(=O)oc1C	-15.0%	1.2%	-13.6%
Cc1nc2ccn(Cc3ccco3)c(=O)c2cc1C(=O)Nc1ccc(F)cc1	?	1.8%	?
COc1ccccc1C(O)c1ncc(-c2cccc3ccccc23)[nH]1 (stereo unspecified)	?	·	?
CC1(C)O[C@@H]2C[C@H]3[C@@H]4CCC5=CC(=O)C=C[C@]5(C)[C@H]4[C@@H](O)C[C@]3(C)[C@]2(C(=O)CO)O1	?	·	?
O=C(Cn1ccccc1=S)c1ccc(Cl)c(Cl)c1	-2.2%	·	-20.7%
c1ccc(-c2noc(-c3ccco3)n2)nc1	?	3.6%	?
COc1ccc(-n2c(Cc3cccn3C)nnc2SCC(=O)NCCc2ccccc2)cc1	-26.1%	-1.2%	-15.0%
COC(=O)c1cc(=O)n(Cc2ccc(F)cc2)c(=NCc2ccc(F)cc2)s1	-3.2%	2.1%	1.2%
CCc1cc(=O)oc2c(C)c3c(cc12)CN(CCc1ccccc1OC)CO3	-40.8%	-23.2%	20.6µM*
O=C(Cc1ccc(NC(=O)C2CCCN(C(=O)C3CCCC3)C2)cc1)Nc1cccc(C(=O)N2CCCC2)c1 (stereo unspecified)	?	·	?
CCN(C(=O)CSc1nc2ccccc2c(=O)n1CCOC)C1CCS(=O)(=O)C1 (stereo unspecified)	5.0%	-14.3%	-12.6%
CC(C)n1nnnc1SCC(=O)NCc1ccco1	4.9%	·	3.0%
C/C(=N\NS(=O)(=O)c1ccc(C)c([N+](=O)[O-])c1)c1cccs1	-19.8%	-3.6%	-20.4%
CCOCCCN(C(=O)Cn1nnc(-c2ccc(OC)c(OC)c2)n1)C(C(=O)NCC1CCCO1)c1ccc(F)cc1 (stereo unspecified)	?	-4.7%	?
O=C(CSc1nc2[nH]ncc2c(=O)[nH]1)NCc1ccc(F)cc1	6.1%	-2.2%	-6.5%
N#CCCn1c(=O)cnc2cnc(Nc3ccccc3)nc21	?	-17.0%	?
Cc1cccc(CC(=O)N2CC(=O)Nc3ccc(Br)cc3C2c2ccc(F)cc2)c1 (stereo unspecified)	?	-9.2%	?
Cc1ccc(C(=O)NNC(=O)c2ccc3ncccc3c2)cc1	8.6%	-0.7%	0.2%
Cc1[nH]c2ccc(C(=O)Nc3ccc(F)cc3)cc2c1C	?	-0.1%	?
COc1ccc(C(=O)NC(=S)N2CCN(c3ccccc3OC)CC2)cc1	?	2.2%	?
O=C(CN(c1cccc(Cl)c1)S(=O)(=O)c1ccccc1)NN=C1CCCC1	0.4%	-9.3%	9.7%
CCOc1ccccc1NC(=O)C(c1ccccc1)N1CCN(CC(=O)N2CCOCC2)CC1 (stereo unspecified)	23.1µM*	-1.1%	-16.4%
COC(=O)C1=C(C)NC(=O)NC1c1ccc(OC(=O)c2ccco2)cc1 (stereo unspecified)	8.1%	0.0%	-4.8%
Cc1ccc(C(=O)O)cc1-c1ccc(/C=C2/NC(=O)N(c3ccccc3)C2=O)o1	1.2%	-20.7%	-13.8%
Cc1ccc(NS(=O)(=O)c2ccc(C(=O)OCC(=O)Nc3cc(C)on3)cc2)cc1	0.8%	-4.5%	4.4%
COc1ccc(C)cc1NC(=O)CN1C(=O)COc2ccc(S(=O)(=O)N3CCCCCC3)cc21	?	-1.3%&-10.3%	?
CCOC(=O)C(=O)N1CCC(Cc2ccccc2)CC1	-5.1%	-6.9%	-15.1%
CCCCN(CCNP(=O)(OCC)OCC)CP(=O)(OCC)OCC	?	?	-21.6%
CCOc1ccc(CCNC(=O)c2ccc(C)c(-n3c(C)nc4cccnc43)c2)cc1OCC	?	1.2%	?
CCCOc1ccc(CNC(=O)C2CCN(C(=O)c3sccc3-n3cccc3)CC2)cc1	?	-0.4%	?
O=C(Cn1nc(-c2ccccc2)ccc1=O)NCCCN1CCOCC1	-9.2%	-3.8%	15.8%
O=S(=O)(Cc1ccccc1)Nc1ccccc1Br	17.8%	0.8%	-2.3%
CCC(CC)c1nnc(NC(=O)C2CC(=O)N(C3CCCC3)C2)s1 (stereo unspecified)	-3.2%	-3.1%	-11.9%

Next part:
SMILES	DT40 TDP1 CPT	GCN5L2 inh	TDP1 cell noCPT
COc1ccccc1CNC(=O)CCC1N=C2c3ccccc3N=C(SCc3ccccc3Cl)N2C1=O (stereo unspecified)	?	-8.7%	?
Cn1c2ccccc2c2cnn(CC(=O)Nc3ccccc3F)c(=O)c21	-9.1%	-3.7%	?
O=C(Nc1ccccc1)N1CCSc2ccccc21	-3.4%	-5.0%	4.6%
Cc1cc(NS(=O)(=O)c2ccccc2)no1	3.2%	-10.7%	-2.5%
Cc1cc(Cl)ccc1OCC(=O)N(Cc1ccco1)Cc1ccco1	?	-4.7%	23.1µM*
O=C(O)/C=C/C(=O)Nc1ccc(C(=O)c2ccccc2)cc1	-12.4%	-7.2%	8.8%
COc1ccc(NC(=S)Nn2cnnc2)c(OC)c1	-4.5%	-3.2%	-6.2%
Cc1ccc(NC(=O)CNC(=O)c2ccc(OC(F)F)cc2)cc1S(=O)(=O)N1CCCCCC1	?	·	?
Cc1cc(C)cc(OCc2cc(=O)n3cc(C)sc3n2)c1	-2.8%	0.6%	-4.2%
CC(C)CN(C(=O)COC(=O)c1ccc(Br)cc1)c1c(N)n(Cc2ccccc2)c(=O)[nH]c1=O	?	3.1%	?

Rewritten bar-delimited: part of the list above
Compound | DT40 TDP1 CPT | GCN5L2 inh | TDP1 cell noCPT
COc1ccc(NC(=S)Nn2cnnc2)c(OC)c1 | -4.5% | -3.2% | -6.2%
Cc1ccc(NC(=O)CNC(=O)c2ccc(OC(F)F)cc2)cc1S(=O)(=O)N1CCCCCC1 | ? | · | ?

Other records
SMILES	DT40 TDP1 CPT	GCN5L2 inh	TDP1 cell noCPT
Oc1c(CN2CCOCC2)ccc2ccccc12	?	-0.4%	?
Cc1cc(C)cc(-n2ncc3c2CCCC3NC(=O)C2(C(N)=O)CC2)c1 (stereo unspecified)	?	-7.2%	?
CC1Cc2ccccc2N1C(=O)C1CCCCN1S(=O)(=O)c1ccccc1 (stereo unspecified)	2.7%	-13.6%	-22.9%
Cc1cccc(CSCC(=O)N2CCN(S(=O)(=O)c3ccccc3C#N)CC2)c1	-20.2%	·	?

Reformatted bar-delimited: part of the list above
SMILES | DT40 TDP1 CPT | GCN5L2 inh | TDP1 cell noCPT
Oc1c(CN2CCOCC2)ccc2ccccc12 | ? | -0.4% | ?
Cc1cccc(CSCC(=O)N2CCN(S(=O)(=O)c3ccccc3C#N)CC2)c1 | -20.2% | · | ?
